Source: PubChem BioAssay
EPAC1 agonist – agonists of human EPAC1. O95398. EPAC1 agonist qHTS, biochemical assay; response scale: 100% = response to 6.5 mM cAMP. Potency, µM (titrated, usually from 154 µM), without a hit: at the top dose activation, usual class: activators. 360,000 compounds, 0.073% hits. AID 720707; further: potency means the concentration at half of the fitted maximal effect; nearly all actives have a fitted effect of over 60% in size
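Compounds were pinned as a concentration titration into mixtures of EPAC1 (100 nM), BODIPY-GDP-loaded Rap1B (250 nM) and GDP (50 uM). After 5 min at room temperature, fluorescence was followed for 30 min; activity was scaled to 6.5 mM cAMP.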
PI5P4K alpha inh – PI5P4K alpha (human) kinase inhibition | PI5P4Kalpha enzyme, ADP-Glo luminescence, 60 min; stronger effect = lower value | max response, % | 330,000 compounds, 1.2% hits; active means max response of -50% or lower; inconclusive means between -30% and -50%; inactive means -30% or higher; further: value at the top dose of about 77 µM; on the % scale 0 is the no-effect control and ±100 the full control effect
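PI5P4Kalpha ADP-Glo assay; 5 microM ATP final; 60 min RT reaction; HEPES pH 7.4/EGTA/CHAPS, 5% DMSO; controls lacking substrate or enzyme; luminescent end-point.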
WRN helicase inh – WRN helicase (human) inhibition; Potency, µM (highest dose often 114 µM), for the others: at the highest dose activity change, negative = inhibition, most hits filed as inhibitors; Q14191; 360,000 compounds, 0.46% hits; WRN helicase unwinding, fluorescent forked duplex, kinetic; further: potency means the concentration at half of the fitted maximal effect; on the % scale 0 is the no-effect control and ±100 the full control effect; nearly all actives have a fitted effect of over 55% in size
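Kinetic fluorescence helicase assay: unwinding of a quenched forked DNA duplex (100 nM final) with 2 mM ATP final raises red fluorescence (525/598 nm). Compounds sat 15 min at room temperature with 20 nM WRN beforehand.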
CCT modulator – modulators of cytosolic chaperonin (CCT/TRiC) activity; activity change, % (concentration not given with the values), hits read low; AID 651819; purified chaperonin ATPase assay, HTRF ADP detection, 30 min; 360,000 compounds, 0.3% hits; in the data active means activity change below about -30%; further: on the % scale 0 is the no-effect control and ±100 the full control effect
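First, chaperonin was dispensed at 40 nM or 20 nM final depending on batch activity. Next, compounds were pinned at 76 uM and ATP added at 10 uM. After 30 min at 37 °C, ADP detection reagents ran 30 min at ambient temperature.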
EPAC2 antagonist – blocks human EPAC2 exchange factor | Q8WZA2 | EPAC2 GEF exchange of Rap1B-BODIPY-GDP, fluorescence | Potency, µM (top dose mostly 114 µM), inactives show at the top dose activity, negative = inhibition, most hits filed as inhibitors | 360,000 compounds, 0.18% hits | AID 720708; further: potency means the concentration at half of the fitted maximal effect; on the % scale 0 is the no-effect control and ±100 the full control effect; nearly all actives have a fitted effect of over 45% in size; many of its hits are not listed in these tables
Target sequence (Q8WZA2 whole entry, looked up): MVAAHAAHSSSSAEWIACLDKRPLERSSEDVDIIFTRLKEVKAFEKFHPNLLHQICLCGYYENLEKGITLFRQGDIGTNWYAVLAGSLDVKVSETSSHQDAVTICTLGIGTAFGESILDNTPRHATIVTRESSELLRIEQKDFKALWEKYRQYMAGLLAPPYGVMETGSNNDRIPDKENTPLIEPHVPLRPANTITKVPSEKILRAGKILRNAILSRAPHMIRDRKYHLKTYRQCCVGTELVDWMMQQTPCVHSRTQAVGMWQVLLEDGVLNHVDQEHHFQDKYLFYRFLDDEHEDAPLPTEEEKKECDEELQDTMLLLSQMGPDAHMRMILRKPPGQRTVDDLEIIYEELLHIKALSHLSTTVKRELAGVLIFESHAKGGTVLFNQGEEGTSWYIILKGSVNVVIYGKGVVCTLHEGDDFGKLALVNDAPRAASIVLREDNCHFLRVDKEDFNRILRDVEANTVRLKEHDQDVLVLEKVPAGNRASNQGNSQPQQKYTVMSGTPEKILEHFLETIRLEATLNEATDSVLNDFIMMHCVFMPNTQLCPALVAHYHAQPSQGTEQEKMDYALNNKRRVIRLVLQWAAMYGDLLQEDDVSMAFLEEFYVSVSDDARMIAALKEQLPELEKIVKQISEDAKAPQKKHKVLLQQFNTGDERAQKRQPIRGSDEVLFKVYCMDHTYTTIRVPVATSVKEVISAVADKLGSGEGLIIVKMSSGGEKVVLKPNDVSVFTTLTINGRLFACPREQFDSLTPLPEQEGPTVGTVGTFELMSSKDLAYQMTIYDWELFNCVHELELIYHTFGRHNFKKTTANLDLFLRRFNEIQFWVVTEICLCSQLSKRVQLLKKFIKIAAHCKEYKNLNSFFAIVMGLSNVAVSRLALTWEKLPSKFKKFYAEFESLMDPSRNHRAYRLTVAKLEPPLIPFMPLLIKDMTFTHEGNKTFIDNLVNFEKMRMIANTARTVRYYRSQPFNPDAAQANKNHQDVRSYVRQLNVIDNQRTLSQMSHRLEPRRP
PLK1 PBD inh – PLK1 (human) polo-box domain binding inhibition; Potency, µM, inactives show max response, negative = inhibition, most hits filed as inhibitors; P53350; 360,000 compounds, 2.8% hits; AID 720504; Plk1 PBD binding of FITC phosphopeptide, fluorescence polarization; further: potency means the concentration at half of the fitted maximal effect; series mostly up to about 57 µM; on the % scale 0 is the no-effect control and ±100 the full control effect; nearly all actives have a fitted effect of over 65% in size
Mm-Cpn inhibitor – inhibitors of Methanococcus maripaludis chaperonin (MmCpn). purified Mm-Cpn ATPase, ADP Transcreener TR-FRET. Potency, µM (highest dose often 76.9 µM), without a hit: at the top dose activity, negative = inhibition, most hits filed as inhibitors. 330,000 compounds, 0.031% hits. AID 504842; further: potency means the concentration at half of the fitted maximal effect; on the % scale 0 is the no-effect control and ±100 the full control effect; nearly all actives have a fitted effect of over 80% in size
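Compound-treated chaperonin, 25 nM final, turns over 10 uM ATP at 37°C for 30 min following a 10 min preincubation; ADP generated competes with ADP-d2 for Eu-cryptate antibody, lowering FRET.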
EPAC1 antagonist – blocks human EPAC1 exchange factor. Potency, µM (doses to about 115 µM), inactives show top-dose activity change, negative = inhibition, actives largely listed as inhibitors. 360,000 compounds, 0.14% hits. EPAC1 GEF assay, Rap1b-BODIPY-GDP exchange fluorescence. AID 720709;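 further: potency means the concentration at half of the fitted maximal effect; plate controls were vehicle for no effect and positive control for full effect; nearly all actives have a fitted effect of over 50% in size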
* = called active by the depositor; ? = inconclusive; nt = not tested or not shown; & = joins results of further samples; [ ] = remark or other dose. Unless noted, the call rests on the fitted dose curve; in most records, active means well fitted curve in the direction sought with a large enough effect; inconclusive means small, poorly fitted or top-dose-only effect, or another doubt; inactive means no such curve, though single readings can be large; an effect the other way counts as inactive or inconclusive. Not all compounds are listed, so the mix of outcomes need not match the whole.

EPAC1 agonist	PI5P4K alpha inh	WRN helicase inh	CCT modulator	EPAC2 antagonist	PLK1 PBD inh	Mm-Cpn inhibitor	EPAC1 antagonist	molecule
-2%	nt	-12%[57.1 µM]	0.4	18%	-10%	3%	18%	COc1ccccc1CNC(=O)C1CCN(S(=O)(=O)N2CC(C)CC(C)C2)CC1 (centres undefined)
4%	8	-5%	-2.9	5%	-10%	-2%	-16%	O=C1CC(N2CCC(c3nc4ccccc4[nH]3)CC2)C(=O)N1c1cccc(F)c1 (centres undefined)
-7%	3	-6%	-6.5	-25%	-8%	nt	?	Cc1oc(C(C)(C)C)cc1C(=O)Nc1ccc2c(c1)OCCO2
-3%	1	6%	-2.6	0%	-3%	1%	-5%	COCCSc1nc2c(c(=O)[nH]c(=O)n2C)n1Cc1cccc(C)c1
0%	5	-24%	-2.2	11%	-2%	-1%	2%	Cc1ccc(C)c(S(=O)(=O)N2CCN(C(=O)c3ccnn3C)CC2)c1
3%	8	-3%	-2.6	3%	-14%	1%	-6%	CC(C)NC(=O)N(C)C[C@H]1Oc2ccc(NC(=O)C3CCCCC3)cc2C(=O)N([C@H](C)CO)C[C@@H]1C
5%	-2	?	-0.1	3%	?	-1%	11%	N#C/C(=C\c1ccc(OCc2ccc(Cl)cc2)cc1)C(=O)Nc1cccc(C(=O)O)c1
6%	9	-5%	-1.3	-8%	-14%	-9%	?	COc1cccc(CNC(=O)N2CCN(c3ccccc3C)CC2)c1
8%	7	1%	0.2	7%	-5%	-2%	-6%	O=C(COC(=O)[C@H](Cc1ccccc1)N1C(=O)c2ccccc2C1=O)Nc1ccc2c(c1)OCO2
11%	6	-7%	1.0	2%	-3%	-1%	-4%	Cc1ccc(S(=O)(=O)N2CC(O)CC2C(=O)OCc2nc3sc(C)c(C)c3c(=O)[nH]2)cc1 (centres undefined)
-7%	-6	0%	0.8	11%	2%	0%	-8%	Cc1c(C(C)CCCO)oc(=O)c2c1Oc1c(C)c(C(C)C[C@@H](C)O)oc(=O)c1C2 (some centres undefined)
-5%	0	0%	-1.4	7%	-4%	nt	-12%	NC(c1ccccc1)c1csc(Nc2ccc(C(=O)NCCCO)cn2)n1 (centres undefined)
1%	0	3%	-0.8	8%	-2%	2%	-19%	Cc1cc(=O)oc2cc(OCC(=O)Nc3cccnc3)ccc12
-7%	0	-27%	0.5	0%	-10%	2%	-22%	CCOc1ccc(NS(=O)(=O)c2cc(C(=O)N3CC(C)OC(C)C3)ccc2C)cc1 (centres undefined)
-1%	-2	-15%	0.7	3%	-14%	3%	-26%	CC1CCCCC1NC(=O)Cn1c(=O)oc2cc(S(=O)(=O)N3CCCC3)ccc21 (centres undefined)
-25%	nt	nt	nt	3%	nt	-3%&-5%	7%	CN(C)c1ccc(-c2cc(O)c3ncccc3c2)cc1
-1%	-8	2%	-3.8	1%	2%	-1%	5%	COc1ccccc1C(C)NC(=O)CCNC(=O)c1ccc(Cl)cc1 (centres undefined)
-14%	-4	2%	-1.4	2%	-17%	-3%	-10%	COc1ccc(OC)c(NC(=O)CCc2nnc3ccc(N4CCC(C)CC4)nn23)c1
-4%	0	-6%	1.7	-2%	3%	2%	-24%	CC1(C)C([N+](=O)[O-])C(c2ccc(F)cc2)NC(c2ccc(F)cc2)C1[N+](=O)[O-] (centres undefined)
5%	0	6%	-5.9	-8%	-7%	0%	-6%	COc1cccc(/C(C)=N/NC(=O)c2cc(-c3cccnc3)nc3ccccc23)c1
19%	nt	-12%	1.0	1%	-4%	1%	-5%	COc1ccc(Cn2nnnc2C(c2ccccn2)N2CCN(c3cc(Cl)ccc3C)CC2)cc1 (centres undefined)
-4%	0	-21%	-1.8	5%	2%	0%	-2%	COCCOc1ccc(C(F)(F)F)cc1NC(=O)COC(=O)C12CC3CC(CC(O)(C3)C1)C2
14%	5	-3%	-1.1	9%	-11%	nt	6%	COc1cc(OC)cc(-c2c(Sc3ccccc3)c3cc(-c4cnc(OC)nc4)ccc3n2C)c1
-2%	-7	6%	-4.5	9%	-1%	0%	0%	O=C(CC(c1ccccc1)c1ccco1)N1CCOCC1 (centres undefined)
-7%	nt	-6%	0.9	2%	-3%	0%	8%	COc1ccc(O)c(/C=N/NC(=O)c2ccc(OCc3cccc(Br)c3)cc2)c1
-8%	-1	2%	1.1	6%	-1%	0%	-4%	CC(CNC(=O)Cn1cnc2c(NCc3ccccc3)ncnc21)c1ccccc1 (centres undefined)
5%	-7	-9%	-0.5	-1%	-7%	0%	-11%	COc1nc(-c2ccccc2)c2c(c1C#N)CC(C)(C)OC2
8%	1	-27%	-3.0	5%	-6%	1%	-2%	CN(C(=O)Cn1cc([N+](=O)[O-])ccc1=O)C1CCCCC1
0%	6	-2%	-0.8	?	-10%	0%	-20%	CC(C)(C)C(=O)NC(NC(=S)Nc1ccc(S(N)(=O)=O)cc1)C(Cl)(Cl)Cl (centres undefined)
4%	-5	8%	0.0	8%	-11%	-4%	-1%	O=C(Nc1ccc2c(c1)CCC2)c1ccccc1F
6%	-3	-6%	-3.7	6%	-13%	0%	2%	COC(=O)[C@@]12CCCCN1[C@H](c1ccc(-c3ccc(C(C)=O)cc3)cc1)[C@H]1C(=O)N(C)C(=O)[C@H]12
2%	nt	3%	-3.7	5%	8%&1%	-9%	8%	O=c1oc2ccccc2cc1-c1csc(Cc2nc(-c3ccc(Br)cc3)cs2)n1
7%	nt	-3%	0.5	2%	-10%	1%	2%	CCCCCn1nc(C)c(/C=N\NC(=O)c2cc(C)oc2C)c1C
-14%	-1	11%	-3.9	-4%	-10%	-1%	-11%	O=C(CSc1ccc(S(=O)(=O)N2CCOCC2)cn1)Nc1ccc(F)c(F)c1
0%	-4	3%	1.5	1%	-5%	0%	1%	COCCN(C(=O)C1CCCO1)c1c(N)n(CC(C)C)c(=O)[nH]c1=O (centres undefined)
-2%	-9	8%	-3.5	-2%	-13%	1%	-24%	CCCOc1ccc(CC(=O)NNC(=S)Nc2ccccc2)cc1Br
5%	-5	4%	-2.8	8%	-3%	0%	7%	O=C(COC(=O)[C@@H]1CC(O)CN1S(=O)(=O)c1ccc2c(c1)OCCO2)NCc1ccc(F)cc1 (some centres undefined)
-4%	6	7%	1.5	-3%	-10%	0%	-14%	CCOc1c(S(=O)(=O)NC2CC(C)(C)NC(C)(C)C2)ccc(Cl)c1Cl
4%	nt	-5%	0.0	2%	-12%	4%	11%	O=C(NN1CCOCC1)c1cc(-c2ccccc2)nc2ccccc12
13%	3	-12%	1.7	-13%	1%	-2%	-16%	COc1ccc(OC)c(S(=O)(=O)N2CCN(C(=O)c3cc(C4CC4)nn3-c3ccccc3)CC2)c1
-16%	13	-24%	-2.7	6%	-10%	-1%	-16%	Cc1ccc(-n2c(O)c(C=NCc3ccccn3)c3ccccc3c2=O)cc1
3%	0	6%	0.1	6%	-1%	0%	5%	Cc1cc([N+](=O)[O-])nn1CC(=O)N1N=C(C(F)F)CC1(O)C(F)F (centres undefined)
9%	1	-1%	-1.4	-8%	-7%	0%	-23%	O=C(Nc1ccc(C(F)(F)F)cc1)c1cnc(N2CCN(c3ccccn3)CC2)c2ccccc12
-8%	4	10%	0.9	6%	-24%	-2%	1%	Cc1ccnn1CCC(=O)O
-2%	3	-12%	-2.1	-6%[57.1 µM]	-6%	0%	-17%	Cc1cc(O)c(-c2cc(C(=O)NCc3ccc4c(c3)OCO4)[nH]n2)cc1C
-21%	0	-9%	-2.9	7%	-17%	-7%	?	COc1ccc(C(=O)Nc2ccc3oc(-c4cccc(F)c4)nc3c2)cc1OC
7%	1	-4%	-2.6	-21%	-10%	2%	-26%	O=C(NC1=NCCS1)c1ccc(Cl)c(S(=O)(=O)N2CCCCCC2)c1
0%	-3	-2%	-63*	-4%	-9%	-2%	-2%	Cc1ccc(-c2nnn(CC(=O)N(CCN3CCOCC3)C(C(=O)NC(C)(C)C)c3ccco3)n2)cc1 (centres undefined)
3%	0	0%	-5.6	2%	4%	1%	2%	O=C(CCc1nnc(-c2ccc(-c3ccccc3)cc2)o1)N1CCCCC1
-22%	0	9%	-1.5	-2%	-19%	-2%	-4%	O=C1N[C@@H](c2ccccc2)COC(=O)[C@@H](Cc2ccc(F)cc2)C/C=C\C[C@@H]1CC(=O)N(CCO)Cc1ccccc1

Next section
EPAC1 agonist	PI5P4K alpha inh	WRN helicase inh	CCT modulator	EPAC2 antagonist	PLK1 PBD inh	Mm-Cpn inhibitor	EPAC1 antagonist	molecule
-37%[inhibitor]	2	-9%	-0.4	-10%	1%	1%	-16%	CC(C)Cn1c(O)c(/C=C2\C=NN=C2c2ccccc2)sc1=S
18%	0	6%	0.7	2%[57.1 µM]	-19%	3%	-2%	Cc1ccc(C)c(S(=O)(=O)C(C#N)c2nc3ccccc3nc2N2CCOCC2)c1 (centres undefined)
4%	12	-3%[57.1 µM]	-0.9	0%	-12%	-2%	0%	O=C(NCc1ccco1)c1csc2c1CCCC2
15%	?	-24%	1.0	2%	-23%	-4%	-4%	c1ccc(-c2nc(-c3ccco3)n3ccccc23)cc1
-13%	-83*	3%[11.6 µM]	-3.0	-20%	?	1%	-5%	COC(=O)c1sc(N2C(=O)C(O)=C(C(=O)c3ccc(C)o3)C2c2ccc([N+](=O)[O-])cc2)nc1C (centres undefined)
3%	1	-32%	-2.1	-13%	-13%	0%	-23%	COc1ccc(NC(NC(=O)c2ccc(OC)cc2)C(Cl)(Cl)Cl)cc1 (centres undefined)
-2%	-1	-7%	0.1	-5%	-2%	1%	0%	COc1ccc(NC(=O)CSc2nc3ccccc3c(=O)n2CCC(=O)N2CCCCC2)cc1
-6%	0	-1%	-1.8	0%	-7%	1%	-3%	O=C(NCCCc1nc2ccccc2[nH]1)c1cccs1
-17%	5	-34%[57.1 µM]	2.2	-9%	6%	2%	-4%	CCCc1cc2c(cc1NC(=O)c1ccc(C(C)(C)C)cc1)OCO2

Taken from above:
Reading for CCCc1cc2c(cc1NC(=O)c1ccc(C(C)(C)C)cc1)OCO2 under EPAC1 agonist: -17%
Reading for COC(=O)c1sc(N2C(=O)C(O)=C(C(=O)c3ccc(C)o3)C2c2ccc([N+](=O)[O-])cc2)nc1C (centres undefined) under EPAC1 antagonist: -5%
Reading for COc1ccc(NC(NC(=O)c2ccc(OC)cc2)C(Cl)(Cl)Cl)cc1 (centres undefined) under WRN helicase inh: -32%
